# Compound activity (PubChem)
# CF NFkB block = cystic fibrosis NF-kB activation inhibition; AID 588850; inhibition, % at 5 µM; KKLEB NF-kB-GFP reporter, PAF-induced, GFP fluorescence overnight; actives 0.86% (n = 360,000);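 active = at least 50% inhibition at 5 µM, scaled per plate between neutral and stimulator controls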;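 also: PAF is a Pseudomonas aeruginosa culture filtrate used as stimulus; plate controls were PAF-stimulated DMSO wells for no effect and unstimulated DMSO wells for full effect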
# Shn3 inh set2 = reduces Shn3 3'UTR luciferase signal in osteoblasts; Clone20 osteoblast Shn3 3'UTR firefly luciferase, 24 h; inhibition, % at 12.5 µM; actives 0.52% (n = 360,000); AID 588674;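 active = mean inhibition of at least 75% with every replicate also reaching 75%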;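 also: 0% = median of neutral control wells and 100% = pilot-screen positive control compound; some compounds past the cut are filed as inactive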
# iPSC survival up = increases survival of single human iPS cells; hiPSC single-cell survival, ATPlite luminescence; 100% = ROCK inhibitor wells, 0% = DMSO; actives 0.044% (n = 360,000); survival enhancement, % at 20 µM; in the data active = survival enhancement above about 18%;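 also: cells exposed to compounds for 16 hours before the ATP read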
# NR2E3 ag-1 = agonists of human NR2E3 nuclear receptor. actives 0.35% (n = 360,000). inhibition of corepressor binding, % at 3.98 µM. CHO-S Gal4-NCOR/VP16-NR2E3 two-hybrid, luciferase. AID 602229. Q9Y5X4;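 active = inhibition above the mean of all tested compounds plus 3 SD, cut at about 70% in these data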;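 also: 0% = DMSO with NR2E3 transfected cells and 100% = cells lacking NR2E3 construct; higher means lower luciferase signal from less NR2E3 corepressor binding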
# Target sequence (Q9Y5X4 whole entry, looked up, the tested form may be a part): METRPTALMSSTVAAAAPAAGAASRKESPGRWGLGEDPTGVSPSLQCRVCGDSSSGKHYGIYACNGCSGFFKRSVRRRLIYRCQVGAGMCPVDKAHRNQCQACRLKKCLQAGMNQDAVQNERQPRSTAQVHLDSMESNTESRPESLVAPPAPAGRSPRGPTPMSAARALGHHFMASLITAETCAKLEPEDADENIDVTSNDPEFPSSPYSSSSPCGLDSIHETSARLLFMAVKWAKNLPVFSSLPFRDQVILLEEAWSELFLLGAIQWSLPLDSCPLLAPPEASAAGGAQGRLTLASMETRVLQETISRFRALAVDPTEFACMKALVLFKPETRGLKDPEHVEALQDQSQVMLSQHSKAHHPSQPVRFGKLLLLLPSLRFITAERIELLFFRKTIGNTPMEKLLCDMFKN
# EBV LMP1 NFkB = Epstein-Barr LMP1 NF-kappaB reporter inhibition; LMP1-induced NF-kappaB luciferase reporter cells, luminescence; inhibition, % at 12.5 µM; actives 0.69% (n = 350,000); AID 504558; in the data active = inhibition above about 41%;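 also: 0% = neutral control wells and 100% = reference inhibitor control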
# C8 TRAIL sens = sensitizes caspase-8 expressing cells to TRAIL; NB7+C8 cells + TRAIL, ATPlite viability luminescence; inhibition (viability loss, TRAIL sensitization), % at 10 µM; actives 1% (n = 360,000); AID 624354;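 active = compounds causing at least 50% loss of cell viability in the single-dose screen, relative to plate controls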
# NR2E3 ag-2 = NR2E3 (human) agonism. GST-NR2E3/biotin-RetCOR TR-FRET, 1536-well. inhibition of corepressor binding, % at 4.78 µM. actives 0.12% (n = 320,000). AID 2300;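 active = percent inhibition above the cutoff of mean plus 3 SD of all tested compounds, set per screening campaign, cut at about 20% in these data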;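 also: 0% = DMSO wells and 100% = biotin wells as full block of FRET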
#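 System: GST-tagged NR2E3 plus biotinylated RetCOR corepressor; Amount: 1.35 nM GST-tagged NR2E3 final; Dosing: single nominal compound dose of 4.8 µM; Schedule: 5 h incubation at 4 °C; Technique: TR-FRET with europium anti-GST and streptavidin-D2, 340 nm excitation; Controls: biotin wells as high control, 0.6% DMSO wells as low control.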
# KKLEB tox = CF airway cell cytotoxicity counter-screen | KKLEB CF airway cells viability, ATPlite luminescence, overnight; active compounds read low; cells stimulated with P. aeruginosa culture filtrate | AID 602141 | actives 0.36% (n = 360,000) | activity change (cytotoxicity), % at 5 µM;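 active = corrected activity change at or below -50% at 5 µM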
# HIF-2a block = blocks HIF-2a reporter activity; 786-0 RCC cells HIF-2a reporter, luciferase luminescence, overnight; inhibition, % at 18.8 µM; actives 0.72% (n = 360,000); AID 624352;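 active = inhibition of the luminescence signal of 40% or more relative to plate controls, in a single-dose primary screen at 18.75 µM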
# Peg3 prom inh = Peg3 promoter activity inhibition | HeLa PEG-Prom luciferase reporter, luminescence, overnight | inhibition, % at 20 µM | actives 1.7% (n = 360,000);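 active = inhibition of at least 50% at 20 µM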
# MITF TRPM1 inh = MITF TRPM1 promoter inhibition in SK-MEL-5 cells | SK-MEL-5 TRPM1 promoter luciferase, 24 h | inhibition, % at 12.5 µM | actives 0.83% (n = 330,000) | AID 488899;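 active = mean inhibition across replicates of 60% or more, whatever share of single replicates reaches that level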; also: values of inactives mirror those of a sister screen read the other way
# Active calls of the source: *; x = not tested or not shown.
SMILES	C8 TRAIL sens	Peg3 prom inh	Shn3 inh set2	CF NFkB block	MITF TRPM1 inh	iPSC survival up	HIF-2a block	EBV LMP1 NFkB	NR2E3 ag-1	KKLEB tox	NR2E3 ag-2
Cc1cc(=O)oc2cc(OC(C)C(=O)NCc3ccccn3)ccc12 (stereo not given)	-6.6	-30.4	0.9	4.9	9.5	0.7	15.3	0.4	6.5	1.8	-4.8
COc1cccc(-c2cccc(NC(=O)C3CCN(Cc4ccc(CO)o4)CC3)c2)c1	15.6	1.2	12.1	-1.7	12.0	-0.2	7.7	-2.6	-12.9	4.1	0.1
CSCC[C@H](N)C(=O)N1CCC(C(=O)N[C@@H](C)C(=O)NCc2ccc(F)cc2)CC1	-2.4	-1.9	4.0	10.4	-3.1	0.4	5.0	-4.8	-33.2	0.5	2.6
COc1cc(OC)c2c(-c3ccccc3)cc(=O)oc2c1C(CC(=O)N1CCN(c2ccccc2)CC1)c1ccc(N(C)C)cc1 (stereo not given)	-3.1	-74.9	17.3	-3.9	10.9	-2.5	11.2	14.0	2.8	-1.6	-0.8
Cc1ccc(NC(=O)CN(C)C(=O)c2cccc(Br)c2)cc1	13.7	-18.9	-1.0	25.5	-2.4	-0.7	-37.0	-0.1	1.8	0.4	1.9
O=C(NCCOc1ccccc1Cl)C(=O)NCCOc1ccccc1Cl	-9.6	13.6	0.2	-15.3	-10.9	0.7	8.2	7.4	-12.5	3.2	-1.7
O=C(N1CCOCC1)n1nnc2ccccc21	13.4	2.2	-1.4	3.9	-13.0	2.0	3.3	2.4	-0.5	3.3	0.2
COc1cc(N2C(=O)NC3CC2(C)Oc2ccccc23)cc(OC)c1OC (stereo not given)	-1.2	20.8	-5.1	4.7	3.8	-1.1	1.5	11.3	-28.3	-3.0	2.7
CCOC(=O)N1CCN(S(=O)(=O)c2cc(Cl)c(OC)cc2Cl)CC1	-13.7	9.4	-1.3	6.1	-6.2	2.1	13.2	1.8	4.3	-7.8	1.0
Cc1cccc(C(=O)C2CCOC(C)(C)C2)c1 (stereo not given)	-1.0	6.3	19.3	-16.5	-6.7	-0.3	10.4	2.6	-17.4	15.7	-2.9
O=C(Nc1nnc(C2CCCCC2)s1)c1ccc(Br)s1	9.9	-243.0	-89.9	22.5	-34.6	-1.4	-118.2	-32.2	-31.4	5.1	-1.9
CCCCCCCCCCCC(=O)NC(C(=O)OCC)C(O)c1cccc([N+](=O)[O-])c1 (stereo not given)	30.8	21.2	55.0	7.5	10.3	-0.1	7.7	6.9	-38.8	-7.5	2.4
O=C(O)c1cc2n(n1)CCN(Cc1ccccc1Cl)C2=O	6.9	13.2	0.2	12.0	5.8	-1.4	9.8	-2.5	-25.4	-4.8	2.5
COc1cc(NC(=O)c2cc3c(Cl)nc4ccccc4c3s2)cc(OC)c1OC	7.6	10.0	94.2*	-13.3	-11.2	-1.4	9.2	34.1	-7.9	-11.6	0.7
CC(=O)c1ccc(N2CCN(C(=O)c3nn(Cc4ccccc4)c(=O)c4ccccc34)CC2)cc1	1.0	29.3	70.7	-25.0	-0.2	-0.5	9.4	-10.9	-4.4	10.3	6.9
CCOc1c(Br)cc(CNC2CCCCCCC2)cc1OC	11.9	15.6	13.3	25.7	59.6	-0.4	0.7	-7.7	-10.0	-5.2	7.4
CCCCN(C(=O)C1CCCO1)c1c(N)n(CCC)c(=O)[nH]c1=O (stereo not given)	14.8	4.8	-15.7	-1.3	7.7	-2.5	17.7	1.1	3.4	-2.0	x
O=C(Cn1nnc(-c2ccc([N+](=O)[O-])cc2)n1)NNC(=O)c1ccccc1	-5.8	0.8	-4.8	13.2	1.6	-0.2	-1.9	-1.2	-13.9	-7.3	0.4
COC(=O)c1ccc(NC(=O)CS(=O)(=O)c2ccccc2)cc1	-0.7	-20.9	19.6	4.6	-5.9	0.5	-39.1	-5.5	-6.8	9.2	-0.1
CC1CCN(C(=O)c2[nH]cnc2C(=O)N[C@@H](C)c2ccccc2)CC1	1.0	7.9	-18.4	12.5	-2.8	-2.6	0.5	-4.3	7.3	-12.7	-1.2
Cc1ccc(-n2c3c(cc(C(=O)NCc4ccco4)c2=O)C(=O)CCC3)cc1	-7.2	0.5	-11.3	-7.6	-11.8	1.8	5.2	2.9	1.0	5.8	1.8
NC(=S)N/N=C\c1c2ccccc2cc2ccccc12	-4.1	7.7	-15.3	-96.2	-7.5	-2.0	-13.2	-55.3	-28.5	1.9	2.3
Cc1ccc(S(=O)(=O)Nc2c(C)nc3nc(C)[nH]n3c2=O)c(C)c1	-10.7	20.8	-7.1	-6.1	-9.8	-0.7	7.8	-1.6	3.1	13.5	1.8
Cc1ccc(Nc2nc(C)cc(C)n2)c(Br)c1	1.6	-24.4	-30.5	3.5	-28.5	1.2	-65.4	0.4	-20.8	5.1	0.4
Cc1ccc(CNC(=O)CCS(=O)(=O)c2ccc(Br)s2)o1	-5.6	0.9	17.6	-0.8	-5.3	1.8	-1.9	-10.6	-13.6	3.6	0.2

# (list continues)
SMILES	C8 TRAIL sens	Peg3 prom inh	Shn3 inh set2	CF NFkB block	MITF TRPM1 inh	iPSC survival up	HIF-2a block	EBV LMP1 NFkB	NR2E3 ag-1	KKLEB tox	NR2E3 ag-2
CCN1CCN(C(=O)C2=C(C(=O)O)CCCC2)CC1	-10.0	13.4	0.1	-9.8	1.3	-1.2	15.9	-3.2	0.4	9.4	2.8
C=CCOC(=O)C1=C(C)N=C2SCCC(=O)N2C1/C=C/c1ccccc1OC (stereo not given)	-7.0	19.3	-0.4	7.7	-6.7	2.9	18.2	-2.1	-8.9	-0.2	-0.8
CCOc1ccc(NC(=O)CN(C)C(=O)c2c(-c3c(F)cccc3Cl)noc2C)cc1OCC	-6.6	5.0	-15.5	7.9	8.5	0.2	2.1	-5.7	12.3	-19.8	-1.7
CCOC(=O)c1c(NC(=O)c2ccccc2Br)sc2c1CCc1ccccc1-2	-17.0	18.4	13.0	8.9	8.5	2.2	12.3	-6.4	-19.0	-5.7	-0.4
CCOC(=O)CCCC(=O)N1CCOCCOCCN(C(=O)CCCC(=O)OCC)CCOCCOCC1	-9.5	12.5	-12.3	10.7	8.8	0.3	19.3	2.8	7.2	-19.3	-1.4
COc1cc(C(=O)OCC(C)=O)cc(NC(=O)c2ccco2)c1OC	-6.4	1.0	10.0	-45.6	-13.3	0.8	5.5	-3.6	1.2	-6.4	0.1
C[C@@H]1CC=C[C@H]2[C@H]1C(=O)N(Cc1ccccc1)[C@H]2c1ccc(/C=C/c2ccccc2)cc1F	7.4	4.3	10.5	32.5	-14.9	-2.3	17.2	-0.2	-37.0	-14.9	3.5
CC(C)(C)NC(=O)c1cccc2c1C(=O)c1ccccc1-2	-3.5	3.3	6.6	6.4	-16.4	-0.2	-13.2	1.8	-6.8	0.8	1.2
O=S(=O)(NCc1ccccc1)c1ccc(S(=O)(=O)N2CCCC2)cc1	1.6	18.6	13.4	-6.5	5.5	-1.4	10.8	4.4	28.9	5.4	0.4
O=[N+]([O-])c1cccc(S(=O)(=O)Nc2nc3ccccc3nc2Nc2cccc(S(=O)(=O)N3CCCCC3)c2)c1	31.8	49.9	25.5	61.0*	33.8	1.5	56.0*	27.9	-8.4	-54.7*	x
COc1cc(Cn2c3ccc(NC(=O)CC(C)(C)C)cc3c(=O)n2C)ccc1F	-22.0	0.3	14.1	-13.7	x	1.0	2.8	x	7.3	3.3	x
OC(CN1CCNCC1)Cn1c2ccccc2c2ccccc21 (stereo not given)	-10.2	-13.2	-2.1	9.4	x	-0.4	9.3	-11.0	-54.4	-13.5	2.1
COc1ccc(NC(C)=O)cc1S(=O)(=O)NC(Cc1ccccc1)C(=O)O (stereo not given)	-10.2	14.3	11.1	17.0	7.6	-0.7	10.2	-1.0	-25.6	-14.8	0.8
O=C(CO/N=C/c1cccc([N+](=O)[O-])c1)Nc1ccc2ccccc2c1	-12.1	-32.8	-20.0	-4.6	-6.4	-2.4	-45.2	-2.3	-17.5	-0.1	1.0
Cc1cccc(NC(=S)NC(=O)Cc2ccccc2)c1C	-8.6	-6.7	2.1	2.7	0.0	-0.6	-23.6	4.5	5.4	4.6	x
NCCC1CCCC(CCN)N1 (stereo not given)	1.0	-5.9	-5.8	4.6	2.6	-0.3	0.6	-3.8	-10.0	-10.3	4.3
O=C(COC(=O)c1cc(F)cc(F)c1)Nc1cccnc1Cl	6.2	0.5	3.7	-3.9	-4.8	0.1	9.3	-5.3	-26.5	7.4	2.8
CCSc1ccccc1C(=O)Nc1ccc(S(=O)(=O)NC(C)=O)cc1	5.2	1.7	5.1	14.7	-1.1	-1.1	5.6	-1.3	-12.9	2.2	5.1
N#Cc1c(N)nc2c(c1-c1ccco1)CCCCC2	-2.9	17.6	-11.8	28.6	1.6	-2.6	11.4	-5.3	-17.7	-33.2	-0.9
Cn1nc(C(F)(F)F)c(C#N)c1N1CCN(c2cccc(C(F)(F)F)c2)CC1	9.7	-3.8	18.5	7.5	-2.5	-1.0	5.6	16.2	-18.2	3.8	-0.5
CCN1C[C@@H]2[C@@H]3C(=O)N(C)C(=O)[C@@H]3[C@](C)(C(=O)OC)N2C1=NC	-12.6	-12.7	-4.8	-8.6	-0.1	-0.8	2.9	3.2	-27.0	10.9	x
Cc1ccc(/C(N)=N/OC(=O)N2c3ccccc3Sc3ccccc32)cc1	0.7	8.7	-3.1	-1.7	3.6	-0.2	-1.8	-5.0	-25.7	-4.0	-1.6
Cc1ccc(C(=O)NCCc2ccncc2)cc1	10.2	-115.0	-55.5	0.3	-46.3	1.7	-118.3	-14.3	-50.7	-2.3	0.8
Cc1ccc2[nH]cc(C(=O)CN3CCOCC3)c2c1	-7.7	8.2	-3.8	11.8	15.7	-0.8	-2.2	1.2	8.7	-2.4	2.7
CCOC(=O)c1nn(-c2ccc(Cl)cc2)c2nc(-c3ccc(C)cc3)c(C#N)c(=O)n12	1.1	1.7	0.1	-14.7	-17.3	1.2	16.2	3.0	-5.9	-2.2	-1.4
COc1ccc(C2=CC(c3ccc(F)cc3)n3nnnc3N2)cc1 (stereo not given)	-7.9	-50.5	12.8	-10.6	-35.8	-2.8	-59.2	1.9	-23.1	2.9	1.8

# Molecules listed so far that have a tert-butyl group (2):
SMILES	C8 TRAIL sens	Peg3 prom inh	Shn3 inh set2	CF NFkB block	MITF TRPM1 inh	iPSC survival up	HIF-2a block	EBV LMP1 NFkB	NR2E3 ag-1	KKLEB tox	NR2E3 ag-2
CC(C)(C)NC(=O)c1cccc2c1C(=O)c1ccccc1-2	-3.5	3.3	6.6	6.4	-16.4	-0.2	-13.2	1.8	-6.8	0.8	1.2
COc1cc(Cn2c3ccc(NC(=O)CC(C)(C)C)cc3c(=O)n2C)ccc1F	-22.0	0.3	14.1	-13.7	x	1.0	2.8	x	7.3	3.3	x

# These rows are one share of the data (hit frequency here may not be typical).
